# Shiga inhibitor = Shiga toxin inhibition. Vero cells, Shiga toxin protein synthesis inhibition reporter. inhibition, % at 38.7 µM. 9.2% of 290,000 active; in the data active = inhibition mostly above about 28%, no sharp cut-off; inactive = mostly below about 43%; note: 0% is about no effect
# Tb PYK inh = T. brucei pyruvate kinase inhibition; Potency, µM (top dose mostly 76.8 µM), for inactives: at the highest dose activity, negative = inhibition, usual class: inhibitors; Q57TT1; 0.12% of 410,000 active; AID 624173; TbPYK enzyme, Kinase-Glo Plus ATP luminescence, 45 min; note: potency is the fitted concentration of half-maximal effect; % is set by controls: 0 for no effect and ±100 for the full control effect; nearly all actives have a fitted effect of over 50% in size
#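 Activity of T. brucei pyruvate kinase was followed by Kinase-Glo Plus luminescence after the enzyme reacted 45 min at room temperature with 130 uM ADP (final) and substrate. Test compounds were added before ADP at multiple concentrations.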
# Pf growth 48h = inhibits P. falciparum growth in the first generation, 48 h | Potency, µM (doses to about 28.7 µM), for the others: at the highest dose activity change, negative = inhibition, actives largely listed as inhibitors | P. falciparum luciferase growth in erythrocytes, 48 h | AID 504832 | 5.9% of 310,000 active; note: potency is the fitted concentration of half-maximal effect; % is set by controls: 0 for no effect and ±100 for the full control effect
#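 Here the parasites carry a stable luciferase gene and grow inside erythrocytes in Albumax-based RPMI medium with compound for one erythrocytic cycle. Activity is scored as loss of luminescent signal.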
# AMA1-RON2 inh = AMA1-RON2 (P. falciparum) interaction inhibition; Potency, µM (titrated, usually from 58.2 µM), for the others: top-dose activity change, negative = inhibition, actives largely listed as inhibitors; 0.2% of 360,000 active; AlphaScreen AMA1-biotinylated RON2 peptide binding;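 note: potency is the fitted concentration of half-maximal effect; 0% = vehicle wells and -100% = peptide control; nearly all actives have a fitted effect of over 45% in size; some results filed as inactive show a strong effect at the top dose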
#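 AMA1 (3D7) with his tag at 25 nM final met compounds first, then biotinylated RON2 peptide at 25 nM; detection used donor plus acceptor beads, 10 µg/mL apiece, read by AlphaScreen after 30 min at room temperature.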
# Cycloheximide cs = affects cycloheximide protein synthesis inhibition readout, counter-screen; max response, %; 12% of 300,000 active; AID 2314; cell reporter, cycloheximide protein synthesis inhibition counterscreen; in the data active = max response mostly above about 13%, no sharp cut-off; inactive = mostly below about 14%; note: read at 38.3 µM for the half of the compounds with a filed dose; 0% is about no effect
# LmPK inhibitor = LmPK (Leishmania mexicana) enzyme inhibition. Q27686. purified LmPK, Kinase-Glo ATP luminescence, 1 h. Potency, µM (series often up to 57.5 µM), for inactives: top-dose activity change, negative = inhibition, hits mostly inhibitors. 0.37% of 290,000 active. AID 1721; note: potency is the fitted concentration of half-maximal effect; % is set by controls: 0 for no effect and ±100 for the full control effect
# Target sequence (Q27686 whole entry, looked up): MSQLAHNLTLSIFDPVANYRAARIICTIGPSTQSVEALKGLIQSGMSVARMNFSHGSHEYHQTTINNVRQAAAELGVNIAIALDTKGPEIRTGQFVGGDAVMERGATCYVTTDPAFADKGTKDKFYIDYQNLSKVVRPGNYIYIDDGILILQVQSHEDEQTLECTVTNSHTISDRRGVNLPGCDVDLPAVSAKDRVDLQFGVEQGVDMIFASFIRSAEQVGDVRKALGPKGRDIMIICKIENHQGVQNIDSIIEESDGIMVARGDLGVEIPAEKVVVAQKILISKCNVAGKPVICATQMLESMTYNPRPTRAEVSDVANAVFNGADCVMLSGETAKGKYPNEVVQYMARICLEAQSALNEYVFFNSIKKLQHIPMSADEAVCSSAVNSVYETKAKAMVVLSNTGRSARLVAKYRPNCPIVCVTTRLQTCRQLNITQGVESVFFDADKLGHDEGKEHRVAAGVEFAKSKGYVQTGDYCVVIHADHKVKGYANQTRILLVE
#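 In 50 mM imidazole pH 7.2 with 7 mM MgCl2, LmPK (0.1 nM) turned over PEP (0.5 mM) and ADP (0.1 mM) for 1 h at room temperature. Luciferase read-out of ATP.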
# Pf growth 96h = P. falciparum growth inhibition at 96 hour, primary screen for plastid delayed-death inhibitors | 6.9% of 320,000 active | P. falciparum luciferase reporter growth, 96 h | Potency, µM (highest dose often 28.7 µM), for inactives: at the highest dose activity change, negative = inhibition, most hits filed as inhibitors; note: potency is the fitted concentration of half-maximal effect; % is set by controls: 0 for no effect and ±100 for the full control effect
#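 P. falciparum expressing integrated firefly luciferase, in erythrocytes at 2% hematocrit, 0.05% parasitemia, incubated with compounds 96 h at 37 C, 5% CO2. Growth inhibition read as loss of luminescence; two-generation exposure targets delayed-death apicoplast inhibitors.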
# Starred values were filed as active, the others as inactive; ? = inconclusive; . = not tested or not shown; & = joins results of further samples; [ ] = dose if it differs, or a comment. Unless noted, calls come from the whole dose curve; as a rule, active = well fitted curve in the direction sought with a large enough effect; inconclusive = small, poorly fitted or top-dose-only effect, or another doubt; inactive = no such curve, though single readings can be large; an effect the other way counts as inactive or inconclusive.
1: COCCCN1C(=O)C(=O)/C(=C(/O)c2ccc(S(=O)(=O)N3CCCCC3)cc2)C1c1ccc(O)cc1 (configuration not stated)
2: O=C1CC(c2ccccc2)CC(O)=C1C=NC1CCCCC1 (configuration not stated)
3: Cc1cccc(CN2CCCC(C(=O)N3CCCCC3)C2)c1 (configuration not stated)
4: COc1ccccc1NS(=O)(=O)c1ccc(C(=O)N2CCN(c3ccccc3)CC2)cc1
5: Cc1sc2nc(C3CCCCC3)nc(SCC(=O)N3CC(=O)Nc4ccccc43)c2c1C
6: COCC(=O)NC(C)c1nc2ccccc2[nH]1 (configuration not stated)
7: C/C(=N\NC(=O)CNc1cccc(C(F)(F)F)c1)c1cccc(Br)c1
8: NC(=O)c1ccc(C(F)(F)F)n(Cc2c(Cl)cccc2Cl)c1=O
compound no.,1,2,3,4,5,6,7,8
Shiga inhibitor,-7,-24,-8,.,-11,6,13,-19
Tb PYK inh,1%,-13%,1%,-2%,-14%,7%,0%,2%
Pf growth 48h,17%,4%,15%,?,?,22%,18%,?
AMA1-RON2 inh,13%,7%,1%,-7%,-1%,29%,18%,-3%
Cycloheximide cs,-6,1,8,.,6,-2,0,-2
LmPK inhibitor,4%,1%,-2%,.,6%,-3%,7%,1%
Pf growth 96h,?,?,21%,?,4.7µM*,-19%,-8%,?

9: O=C(COC(=O)c1cccnc1Cl)Nc1nc(-c2ccccc2)cs1
10: O=C(CCN1C(=O)C2C3CCC(C3)C2C1=O)Nc1ccc(F)cc1 (configuration not stated)
11: COc1ccc(/C=N/NC(=O)COc2ccc3ccccc3c2)c(C(=O)O)c1OC
12: Cc1ccccc1N/C(=N/S(=O)(=O)c1ccccc1)c1ccc(F)cc1
13: CNS(=O)(=O)Cc1ccc2[nH]cc(CCN(C)C)c2c1
14: COCC1CCN(Cc2nc(COc3ccccc3)no2)C1 (configuration not stated)
15: CCOc1ccc(C(=O)N/N=C/c2cc(Cl)ccc2[N+](=O)[O-])cc1
16: COC(=O)CN1C(=O)[C@H]2[C@@H](c3ccc(C)o3)N3C(=O)CN(Cc4ccccn4)C(=O)[C@@]3(Cc3ccccc3)[C@H]2C1=O
compound no.,9,10,11,12,13,14,15,16
Shiga inhibitor,17,-4,-9,14,-2,31*,4,-8
Tb PYK inh,-1%,-2%,?,0%,-11%&-11%&-3%,1%,7%,-6%
Pf growth 48h,60%[activator],2%,11%,-9%,30%&-15%[activator],?,10%,?
AMA1-RON2 inh,-7%,10%,4%,1%,-17%&2%,6%,1%,0%
Cycloheximide cs,14,1,-5,1,-2,15*,-1,-4
LmPK inhibitor,-3%,1%,0%,5%,-2%,-2%,2%,-2%
Pf growth 96h,80%[activator],32%[activator],-25%,0%,45%&-12%[activator],0%,?,?

17: Cc1ccc2cc(C(c3nnnn3C3CCCC3)N(Cc3ccco3)Cc3cccs3)c(=O)[nH]c2c1 (configuration not stated)
18: Nc1nnc(/C=C/c2cccc([N+](=O)[O-])c2)s1
19: CC(/C=N/NC(=O)c1cc(C(C)(C)C)[nH]n1)=C\c1ccccc1
20: O=C(COc1ccc(Br)cc1)Nc1ccccc1C(=O)NC1CC1
21: CN1CCN(C(=O)c2cc3nc(-c4ccccc4)cc(C(F)(F)F)n3n2)CC1
22: CN(C)CCCNc1nc(-c2ccccc2)nc2ccccc12
23: O=C(Nc1n[nH]c(C(F)(F)F)n1)c1cccs1
24: c1ccc(C2=Nn3c(Cn4nnc5ccccc54)nnc3SC2)cc1
compound no.,17,18,19,20,21,22,23,24
Shiga inhibitor,-4,29,11,.,-20,7,-2,-2
Tb PYK inh,1%,5%,5%,-2%,-6%,5%,-1%,-10%
Pf growth 48h,.,89%,?,?,-10%,?,56%[activator],-18%
AMA1-RON2 inh,-12%,0%,-1%,1%,11%,-2%,-1%,-15%
Cycloheximide cs,8,42*,2,.,6,0,-2,-3
LmPK inhibitor,8%,0%,-3%,.,5%,2%,7%,4%
Pf growth 96h,?,-3%,?,-10%,25%,?,42%[activator],-16%

25: C#CCn1c(=NC(=O)CSC(C)=O)sc2cc(F)ccc21
26: CCn1c(CSCc2ccccc2)n[nH]c1=S
27: Cc1ccc(SCc2[nH]nc3c2C2(C(=O)Nc4ccc([N+](=O)[O-])cc42)C(C#N)=C(N)O3)cc1 (configuration not stated)
28: CN(C)C(CNC(=S)Nc1ccc(F)cc1)c1cccnc1 (configuration not stated)
29: CCCC(=O)Nc1nc(-c2ccc(OC)cc2)cs1
30: O=C(CSc1ccc(Cl)cc1)NCC1CCCO1 (configuration not stated)
31: CCN(CC)S(=O)(=O)c1cccc(NC(=O)COC(=O)C2CC3C=CC2C3)c1 (configuration not stated)
32: Cc1cccn2cc(CNC(=O)c3ccc(Br)o3)nc12
compound no.,25,26,27,28,29,30,31,32
Shiga inhibitor,-13,-12,-3,-4,138*,-3,15,-4
Tb PYK inh,-5%,?,-23%,0%,-1%,1%,2%,-3%
Pf growth 48h,?,22%,?,23%,89%[activator],.,?,?
AMA1-RON2 inh,3%,41%[activator],-12%,-3%,3%,-7%,-4%,-4%
Cycloheximide cs,-3,-3,-5,-6,40*,17*,2,1
LmPK inhibitor,-2%,3%,0%,-9%,-2%,-4%,0%,-3%
Pf growth 96h,14%,?,-2%,50%[activator],.,31%[activator],?,?

33: CC1Cc2ccccc2N1C(=O)CN1C(=O)COc2ccccc21 (configuration not stated)
34: CC(C)CCN1C(=O)c2ccc(C(=O)N3CCCCC3)cc2C1=O
35: CCc1ccc(-c2cc(C)no2)cc1S(=O)(=O)NCCc1ccc(S(N)(=O)=O)cc1
36: NC(=O)NC(CC(=O)NNC(=O)c1ccccn1)c1ccccc1Cl (configuration not stated)
37: CCOC(=O)c1c(N)n(CCOC(=O)c2cccs2)c2nc3ccccc3nc12
38: COc1ccc2nccnc2c1[N+](=O)[O-]
39: CCN(CC)S(=O)(=O)c1ccc(C(=O)Nc2cc(C)on2)cc1
40: Cc1nc2cc(N)ccc2n1C1CCCCC1
compound no.,33,34,35,36,37,38,39,40
Shiga inhibitor,-5,.,-11,.,1,-16,-4,-12
Tb PYK inh,1%,7%,-5%,-2%,3%,4%,-6%,-24%
Pf growth 48h,?,4%,-28%,-24%,?,40%[activator],12µM*,-5%
AMA1-RON2 inh,-3%,5%,3%,96%[activator],35%[activator],-3%,26%,-7%
Cycloheximide cs,-1,.,-4,.,-3,0,9,10
LmPK inhibitor,1%,.,6%,.,3%,-5%,3%,4%
Pf growth 96h,56%[activator],49%[activator],?,?,?,31%[activator],7.4µM*,96%[activator]

41: CN1CC(C(=O)c2ccc(Cl)cc2)C(c2ccccc2F)C1 (configuration not stated)
42: COC(=O)c1ccc(COC(=O)C(CCS(C)(=O)=O)N2C(=O)c3ccccc3C2=O)cc1 (configuration not stated)
43: CCN1CCN(C(=O)CN2C(=O)COc3ccc(C)cc32)CC1
44: CCCN1C(=S)SC(C)(C)C1/[N+]([O-])=C/c1ccc(S(=O)(=O)NC)cc1 (configuration not stated)
45: CCOC(=O)c1cc(NC(=O)COC)ccc1O
46: O=C(COc1ccc(Cl)cc1)N(Cc1ccco1)C1CCS(=O)(=O)C1 (configuration not stated)
47: CC12CCC(C(=O)NNc3ccccc3)(C(=O)C1=O)C2(C)C (configuration not stated)
48: CCc1nc(SCc2ccc(OCC(C)C)cc2)n[nH]1
compound no.,41,42,43,44,45,46,47,48
Shiga inhibitor,1,7,26,7,-21,-6,-8,58*
Tb PYK inh,2%,-13%,10%,4%,.,-5%,3%,0%
Pf growth 48h,-23%,-9%,22%,19%,49%[activator],-13%,-5%,45%[activator]
AMA1-RON2 inh,-9%,15%,7%,3%,.,-12%,2%,16%
Cycloheximide cs,-2,-1,-6,3,1,-3,-2,32*
LmPK inhibitor,3%,-2%,-6%,2%,3%,0%,3%,4%
Pf growth 96h,?,6.6µM*,0%,?,3%,-8%,-8%,10µM*

49: Cc1ccc(Nc2cc(C)nc3ncnn23)c(C)c1
50: COc1ccccc1NC(=O)Nc1cccc(C)n1
51: CCN1C(=NCCN2CCOCC2)N[C@@H](CCc2ccccc2)C(C(=O)OC)=C1C
52: Cn1c(=O)c2c(nc(Cc3ccccc3)n2C)n(C)c1=O
53: Cc1ccccc1NC(=O)c1cc[n+]([O-])cc1
54: CSc1nnnn1-c1ccc(C(=O)O)cc1
55: CCN(C(=O)c1ccc(NC(C)=O)cc1)c1ccccc1
56: COc1cc(OC)cc(C(=O)N2CCCc3ccccc32)c1
compound no.,49,50,51,52,53,54,55,56
Shiga inhibitor,.,24,1&-5,-2,27,-21,-3,85
Tb PYK inh,10%,-3%,.,-1%,-5%,-2%,7%,-5%
Pf growth 48h,-10%,-17%,?,93%[activator],1%,4%,.,0%
AMA1-RON2 inh,5%,2%,.,-3%,10%,1%,-3%,-1%
Cycloheximide cs,-1,8,7&-2,-3,-8,-4,8,24*
LmPK inhibitor,2%,-1%,-10%&-10%,0%,0%,-9%,-3%,0%
Pf growth 96h,1.5µM*,78%[activator],102%&39%[activator],-10%,25%,0%,-10%,0%

# Another view of 9 compounds above:
no.	SMILES	Shiga inhibitor	Tb PYK inh	Pf growth 48h	AMA1-RON2 inh	Cycloheximide cs	LmPK inhibitor	Pf growth 96h
48	CCc1nc(SCc2ccc(OCC(C)C)cc2)n[nH]1	58*	0%	45%[activator]	16%	32*	4%	10µM*
49	Cc1ccc(Nc2cc(C)nc3ncnn23)c(C)c1	.	10%	-10%	5%	-1	2%	1.5µM*
50	COc1ccccc1NC(=O)Nc1cccc(C)n1	24	-3%	-17%	2%	8	-1%	78%[activator]
51	CCN1C(=NCCN2CCOCC2)N[C@@H](CCc2ccccc2)C(C(=O)OC)=C1C	1&-5	.	?	.	7&-2	-10%&-10%	102%&39%[activator]
52	Cn1c(=O)c2c(nc(Cc3ccccc3)n2C)n(C)c1=O	-2	-1%	93%[activator]	-3%	-3	0%	-10%
53	Cc1ccccc1NC(=O)c1cc[n+]([O-])cc1	27	-5%	1%	10%	-8	0%	25%
54	CSc1nnnn1-c1ccc(C(=O)O)cc1	-21	-2%	4%	1%	-4	-9%	0%
55	CCN(C(=O)c1ccc(NC(C)=O)cc1)c1ccccc1	-3	7%	.	-3%	8	-3%	-10%
56	COc1cc(OC)cc(C(=O)N2CCCc3ccccc32)c1	85	-5%	0%	-1%	24*	0%	0%
